From PubChem BioAssay
PAFAH2 inh – PAFAH2 (human) inhibition; Q99487; recombinant PAFAH2, FP-rhodamine activity probe, fluorescence polarization; inhibition, % at 3.39 µM; hit rate 0.99% among 340,000; AID 492956;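 active = inhibition above the mean over all tested compounds plus 3 SD, cut at about 30% in these data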;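 note: inhibitors block probe labeling of enzyme so polarization drops; 0% = enzyme with DMSO and 100% = wells lacking PAFAH2 protein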
GSTO1 counter – GSTO1 inhibition, counter-screen for RBBP9 inhibitors; P78417; recombinant GSTO1, activity-based probe fluorescence polarization; inhibition, % at 5.96 µM; hit rate 1.1% among 300,000; AID 1974;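 active = inhibition above the campaign mean inhibition plus 3 SD, cut at about 35% in these data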;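 note: 0% = GSTO1-1 with DMSO and 100% = wells lacking GSTO1-1 enzyme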
Target sequence (P78417 whole entry, looked up): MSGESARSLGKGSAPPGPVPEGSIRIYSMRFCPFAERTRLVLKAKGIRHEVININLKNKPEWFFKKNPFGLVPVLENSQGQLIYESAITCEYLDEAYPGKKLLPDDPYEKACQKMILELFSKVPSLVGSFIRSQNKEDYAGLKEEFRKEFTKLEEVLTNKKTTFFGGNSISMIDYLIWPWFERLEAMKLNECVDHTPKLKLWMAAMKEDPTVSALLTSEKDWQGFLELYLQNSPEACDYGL
PREPL inhibitor – human PREPL enzyme inhibition | inhibition, % at 5.96 µM | hit rate 0.68% among 320,000 | Q4J6C6 | recombinant PREPL, fluorescence polarization activity-based probe; in the data active = inhibition above about 43%;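 note: 0% = enzyme with DMSO and 100% = wells lacking enzyme; many of its hits are not listed in these tables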
LYPLA2 inh – LYPLA2 (human) inhibition in PME1 counter-screen | recombinant LYPLA2, FP-Rh probe fluorescence polarization | inhibition, % at 5.9 µM | hit rate 0.38% among 320,000;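 active = inhibition above the screen-wide mean plus 3 SD, limit set per campaign, cut at about 26% in these data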;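 note: 0% = LYPLA2 with DMSO and 100% = wells lacking LYPLA2 enzyme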
Target sequence (O95372 whole entry, looked up): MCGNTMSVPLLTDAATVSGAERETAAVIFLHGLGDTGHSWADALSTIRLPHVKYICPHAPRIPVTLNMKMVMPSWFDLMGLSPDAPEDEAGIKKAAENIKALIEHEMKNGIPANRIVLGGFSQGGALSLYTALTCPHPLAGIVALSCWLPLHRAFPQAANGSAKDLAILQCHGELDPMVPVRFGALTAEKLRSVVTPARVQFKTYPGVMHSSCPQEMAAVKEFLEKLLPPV
LYPLA1 inh – blocks human lysophospholipase 1, a PME1 counter-screen; O75608; recombinant LYPLA1, FP-Rh probe fluorescence polarization; inhibition, % at 5.9 µM; hit rate 0.16% among 320,000; AID 2174;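 active = inhibition above the mean of all tested compounds plus 3 SD, set per campaign, cut at about 14% in these data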;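 note: inhibitors block serine hydrolase probe labeling of LYPLA1 so polarization falls; 0% = enzyme with DMSO and 100% = wells lacking LYPLA1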
Target sequence (O75608 whole entry, looked up): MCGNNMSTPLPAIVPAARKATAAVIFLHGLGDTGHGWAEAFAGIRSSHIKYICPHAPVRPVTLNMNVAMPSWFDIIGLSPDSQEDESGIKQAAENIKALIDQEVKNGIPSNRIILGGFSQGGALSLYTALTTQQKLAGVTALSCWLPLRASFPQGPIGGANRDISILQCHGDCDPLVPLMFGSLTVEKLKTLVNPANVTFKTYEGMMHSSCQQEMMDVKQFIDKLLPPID
ZTA counter – counter-screen for EBNA-1 inhibitors: inhibitors of Epstein-Barr virus ZTA; ZTA-DNA binding, fluorescence polarization; inhibition, % at 11 µM; hit rate 0.15% among 320,000; AID 2234; in the data active = inhibition above about 33%
PAFAH1B3 FP inh – PAFAH1B3 (human) inhibition; recombinant PAFAH1B3, FP-rhodamine probe, fluorescence polarization; inhibition, % at 3.39 µM; hit rate 0.28% among 340,000;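 active = inhibition above the screen-wide average of all tested compounds plus 3 SD, cut at about 25% in these data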;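 note: 0% = enzyme with DMSO only and 100% = wells lacking PAFAH1B3 protein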
Target sequence (Q15102 whole entry, looked up): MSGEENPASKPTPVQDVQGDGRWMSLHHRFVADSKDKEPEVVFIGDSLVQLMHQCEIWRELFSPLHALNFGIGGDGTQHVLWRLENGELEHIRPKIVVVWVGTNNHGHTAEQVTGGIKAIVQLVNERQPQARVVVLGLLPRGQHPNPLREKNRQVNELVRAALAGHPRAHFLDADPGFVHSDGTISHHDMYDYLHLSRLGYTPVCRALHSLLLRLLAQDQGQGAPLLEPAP
PAD4 inh – inhibitors of human PAD4; Q9UM07; inhibition, % at 6.36 µM; hit rate 0.41% among 330,000; AID 485272; recombinant PAD4, RCA probe fluorescence polarization;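 active = percent inhibition above a cutoff equal to the mean of all tested compounds plus 3 SD, cut at about 15% in these data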;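 note: 0% = PAD4 with RCA probe and DMSO and 100% = probe without PAD4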
EBNA-1 inhibitor – blocks EBNA-1 binding to DNA; EBNA-1 DNA binding, fluorescence polarization; hit rate 0.34% among 300,000; inhibition, % at 14.8 µM; in the data active = inhibition above about 28%
* marks the source's active call; other numbers are inactive results; x = not tested or not shown. The list is partial. The share of hits here may be higher or lower than overall.

Start of the data: the first 12 compounds (preview)
Results follow in this order: PAFAH2 inh	PAFAH1B3 FP inh	ZTA counter	GSTO1 counter	EBNA-1 inhibitor	LYPLA1 inh	LYPLA2 inh	PREPL inhibitor	PAD4 inh
1: O=C(CSc1nc2[nH]ncc2c(=O)[nH]1)Nc1cccc(Cl)c1
    -1	1	-15	4	-4	1	3	-88	1
2: COC(=O)c1cccc(NC(=O)c2ccccc2)c1
    0	11	0	2	1	0	3	4	0
3: COc1ccc(/C=C/C(=O)Nc2ccccc2C(F)(F)F)cc1OC
    -10	6	-16	-1	2	6	9	5	0
4: CCOC(=O)N1CCN(Cc2nnc(-c3cccc(Br)c3)o2)CC1
    -4	-1	6	1	-9	-1	-4	13	4
5: C=CCNC(N)=S
    2	5	17	0	6	-3	2	-1	-3
6: COc1cc(/C=C(\NC(C)=O)C(=O)O)cc(OC)c1OC
    x	x	-7	-7	-5	2	5	-4	-2
7: O=C(Cc1cc(=O)oc2cc(O)ccc12)NC(Cc1ccc(Cl)cc1)C(=O)O (stereo unspecified)
    0	3	-19	4	0	2	-6	9	-2
8: CCN(CC)S(=O)(=O)c1ccc(N2CCOCC2)c(NC(=O)C(C)(C)C)c1
    4	10	3	-1	7	8	10	4	8
9: O=C(O)CSCC(=O)N1CCN(c2ccnc3cc(Cl)ccc23)CC1
    1	2	7	-2	4	0	-2	0	-4
10: Cn1nnnc1SCc1ccc(C(=O)Nc2ccccc2F)cc1
    2	4	28	6	1	9	9	-5	-3
11: O=C1CCSc2cccc3cccc(c23)N1
    9	9	6	1	10	-2	2	-3	-2
12: OCC[C@H]1C[C@@H](O)[C@H](O)[C@@]2(CCc3ccccc3O2)O1
    1	1	4	0	1	-1	-3	-6	0

The whole of this part, repeating the preview:
Results follow in this order: PAFAH2 inh	PAFAH1B3 FP inh	ZTA counter	GSTO1 counter	EBNA-1 inhibitor	LYPLA1 inh	LYPLA2 inh	PREPL inhibitor	PAD4 inh
1: O=C(CSc1nc2[nH]ncc2c(=O)[nH]1)Nc1cccc(Cl)c1
    -1	1	-15	4	-4	1	3	-88	1
2: COC(=O)c1cccc(NC(=O)c2ccccc2)c1
    0	11	0	2	1	0	3	4	0
3: COc1ccc(/C=C/C(=O)Nc2ccccc2C(F)(F)F)cc1OC
    -10	6	-16	-1	2	6	9	5	0
4: CCOC(=O)N1CCN(Cc2nnc(-c3cccc(Br)c3)o2)CC1
    -4	-1	6	1	-9	-1	-4	13	4
5: C=CCNC(N)=S
    2	5	17	0	6	-3	2	-1	-3
6: COc1cc(/C=C(\NC(C)=O)C(=O)O)cc(OC)c1OC
    x	x	-7	-7	-5	2	5	-4	-2
7: O=C(Cc1cc(=O)oc2cc(O)ccc12)NC(Cc1ccc(Cl)cc1)C(=O)O (stereo unspecified)
    0	3	-19	4	0	2	-6	9	-2
8: CCN(CC)S(=O)(=O)c1ccc(N2CCOCC2)c(NC(=O)C(C)(C)C)c1
    4	10	3	-1	7	8	10	4	8
9: O=C(O)CSCC(=O)N1CCN(c2ccnc3cc(Cl)ccc23)CC1
    1	2	7	-2	4	0	-2	0	-4
10: Cn1nnnc1SCc1ccc(C(=O)Nc2ccccc2F)cc1
    2	4	28	6	1	9	9	-5	-3
11: O=C1CCSc2cccc3cccc(c23)N1
    9	9	6	1	10	-2	2	-3	-2
12: OCC[C@H]1C[C@@H](O)[C@H](O)[C@@]2(CCc3ccccc3O2)O1
    1	1	4	0	1	-1	-3	-6	0
13: Cc1cc(C)c(C#N)c(Sc2ccccc2N)n1
    3	-6	5	1	4	6	6	11	21*
14: CN(CC(O)COc1ccc(OCC(O)CN(C)C2CCCCC2)cc1)C1CCCCC1 (stereo unspecified)
    1	11	-17	0	1	2	6	8	2
15: C=CCN(CC=C)C(=O)c1ccccc1NC(=O)c1ccccc1C
    -3	2	9	-1	-9	-2	-10	9	-3
16: Cn1c(N)c(S(=O)(=O)N2CCN(c3ccccc3F)CC2)c(=O)n(C)c1=O
    1	-5	-8	2	-4	-2	-5	-2	0
17: CCOC(=O)C1C(c2cccc(Cl)c2Cl)NC(=O)NC1(O)C(F)(F)F (stereo unspecified)
    -3	2	16	0	11	2	6	3	6
18: Cc1ccc(NC(=O)CNCc2ccc(Cl)cc2Cl)cc1S(=O)(=O)N(C)C
    -7	3	-4	-5	-5	-3	-10	14	2
19: COCCNC(=O)C1CC(=O)N(c2ccc(F)c(Cl)c2)C1 (stereo unspecified)
    5	1	-31	7	10	4	-5	11	1
20: CC1Cn2c(nc3sc4c(c3c2=O)CCC4)N1CCO (stereo unspecified)
    -3	-4	18	10	9	1	5	12	2
21: Cc1nnc(C)n1/N=C/c1ccc(C(C)C)cc1
    -4	4	-6	0	-3	0	3	-5	1
22: O=C(NNS(=O)(=O)c1ccccc1[N+](=O)[O-])c1cccnc1
    -3	2	3	6	-1	6	2	-4	-5
23: N#Cc1ccc(C(=O)Nc2nc3ccccc3[nH]2)cc1
    -7	7	0	15	4	-5	-3	-6	0
24: COc1ccc(-n2ncc3c(NCc4ccccn4)ncnc32)cc1
    6	6	3	-9	11	2	4	-1	0
25: COc1ccc(/C=C/c2nc(S(=O)(=O)c3ccccc3)c(N(C)C)o2)cc1OC
    7	2	-2	-1	-10	-1	4	19	-8
26: Cc1ccc(O)c(C=Nc2cc(C)ccc2O)c1
    2	11	-20	17	-5	2	-3	7	-13
27: O=C1CCc2ccc(NS(=O)(=O)c3ccc(F)cc3)cc2N1
    0	1	-7	-4	-4	-1	-3	6	-1
28: O=C(NC(=S)Nc1c(F)cc(F)cc1Br)c1ccc2c(c1)OCCO2
    3	-1	-20	-8	13	-6	-9	18	1
29: Cn1cccc1Cc1nnc(SCC(=O)Nc2ccc3c(c2)OCO3)n1CCc1ccccc1
    -2	6	5	-1	-3	0	-1	16	-3
30: CCOc1cc(C(=O)Nc2ccc([N+](=O)[O-])cn2)cc(OCC)c1OCC
    5	4	-2	5	0	-1	-6	5	-1
31: Cc1nc(COC(=O)c2ccc(S(=O)(=O)N3CCCC3)cc2)cs1
    7	5	-2	3	2	-2	0	-6	-2
32: Cc1c(Oc2ccc(C(F)(F)F)cc2[N+](=O)[O-])ccc2c3c(c(=O)oc12)CCC3
    24	2	4	3	-7	-1	5	-7	1
33: CC(=O)N1CC=CC1(C)C(=O)NCc1cc(F)cc(C(F)(F)F)c1 (stereo unspecified)
    0	10	-2	-6	6	-1	1	5	-3
34: CN(CCc1ccccn1)c1ncnc2[nH]ncc12
    0	5	21	0	13	1	0	3	6
35: CCn1c(CNC(=O)COc2ccc(C(C)C)cc2)nnc1SCC(=O)NC1CCCCC1C (stereo unspecified)
    -4	-1	-2	-1	-3	-4	2	32	2
36: O=C(NCCN1CCCC1)c1ccc(Br)cc1
    3	3	-2	0	-19	1	2	-4	0
37: CCC(=O)N/N=C/c1ccc(-c2ccc(Cl)cc2)o1
    2	7	12	-6	7	-1	6	4	3
38: COc1ccc(CC(=O)Nc2cccc(-c3nnc(-c4ccco4)o3)c2)cc1
    2	-3	10	-3	-10	-2	8	-26	-4
39: CCCC(O)(CCC)C(=O)NN(C(=O)OC)c1ccccc1
    1	2	6	0	-6	2	-4	4	-7
40: CC1CCCC/C1=N\NC(=S)NCCc1ccccc1 (stereo unspecified)
    4	9	1	2	-6	-3	-12	11	-2

Reformatted in transposed form: 2 of the compounds above
(37) CCC(=O)N/N=C/c1ccc(-c2ccc(Cl)cc2)o1
(38) COc1ccc(CC(=O)Nc2cccc(-c3nnc(-c4ccco4)o3)c2)cc1

Compound,37,38
PAFAH2 inh,2,2
PAFAH1B3 FP inh,7,-3
ZTA counter,12,10
GSTO1 counter,-6,-3
EBNA-1 inhibitor,7,-10
LYPLA1 inh,-1,-2
LYPLA2 inh,6,8
PREPL inhibitor,4,-26
PAD4 inh,3,-4

(list continues)
Results follow in this order: PAFAH2 inh	PAFAH1B3 FP inh	ZTA counter	GSTO1 counter	EBNA-1 inhibitor	LYPLA1 inh	LYPLA2 inh	PREPL inhibitor	PAD4 inh
41: CCCn1c(=S)[nH]c2cc(C(=O)N3CCc4ccccc43)ccc2c1=O
    6	1	4	12	-16	1	1	-7	-3
42: COc1ccc(OC)c(C2=NOC(C(=O)Nc3ccc4c(c3)OCCO4)C2)c1 (stereo unspecified)
    -2	2	-3	5	2	0	3	-4	1
43: Cc1cc(C(=O)NNC(=O)c2ccc(Cl)cc2)c2ccccc2n1
    2	-1	6	x	x	-1	3	6	9
44: Cc1cc(N(C)C)c(C#N)c(N2CCCCC2)n1
    0	2	4	-6	-11	2	9	1	-2
45: COc1ccc(Cc2nc3ccc(C(=O)NC(C)Cc4ncccc4C)cc3o2)cc1OC (stereo unspecified)
    7	9	3	-4	8	-3	0	0	-3
46: CC(=O)Oc1ccccc1C(=O)OCCN=C1NS(=O)(=O)c2ccccc21
    4	5	1	0	0	1	3	1	4
47: COc1ccc(C2CC(c3cccs3)=NN2c2ccc(C=O)cc2)cc1 (stereo unspecified)
    x	x	-14	5	1	-8	-14	11	-13
48: COc1ccc(N2CCN(C(=O)c3sc4ncn(CC(=O)N5CCCCC5)c(=O)c4c3C)CC2)cc1
    0	0	12	0	1	2	1	11	1
49: C[C@H](CO)N1C[C@H](C)[C@@H](CN(C)CC2CCCCC2)Oc2ccc(NC(=O)Cn3cnnn3)cc2C1=O
    -6	7	x	x	x	x	x	-2	0
50: COc1ccc([C@@H]2CC=C(C(=O)O)[C@H](c3ccc(F)cc3)N2S(=O)(=O)c2ccc(Cl)cc2)cc1
    4	4	4	-4	8	-6	-12	1	-1
51: CC(=O)O/N=C/c1c(N2CCOCC2)n(C)c2ccccc12
    -1	3	6	-14	4	1	2	9	-6
52: CC1(C(=O)NC2CCCCCC2)CCC(=O)N1Cc1ccc2c(c1)OCO2 (stereo unspecified)
    1	3	-12	0	-3	2	2	16	3
53: Nc1nc(-c2ccccn2)nc(N)c1Cc1c(F)cccc1Cl
    -4	4	0	3	1	-3	-11	8	-3
54: Cn1nnc(NC(=O)c2ccc(Br)o2)n1
    -6	6	-8	-6	-20	-3	-6	7	1
55: COc1ccccc1NC(=O)C(C)N1C(=O)c2ccccc2C1=O (stereo unspecified)
    -5	1	7	5	7	0	2	-3	-4
56: COc1ccccc1N1CCN(C(=O)CCc2ccc(S(=O)(=O)NCC(C)C)cc2)CC1
    4	10	3	0	5	7	6	17	0
57: CC(=O)Nc1ccc(S(=O)(=O)Nc2ccc(S(=O)(=O)N3CCCC3)cc2)cc1
    -2	5	-17	12	6	5	5	7	3
58: O=S(=O)(O)c1ccc(N=NNc2ccc(Br)cc2)cc1
    3	1	17	-3	6	3	3	5	-4
59: O=C(CC1c2ccccc2Oc2ccccc21)NCc1ccco1
    5	-2	2	4	6	-1	-2	-6	-1
60: Cc1noc(NC(=O)c2ccccc2)c1C#N
    0	0	-1	-3	5	2	2	2	0
61: CCN(CC)S(=O)(=O)c1ccc(C(=O)NCCc2cc3c(OC)ccc(OC)c3[nH]c2=O)cc1
    2	-2	-11	-6	-10	3	5	7	-1
62: CCC1(c2ccccc2)NC(=O)N(CC(=O)Nc2cc(Cl)ccc2N2CCN(C)CC2)C1=O (stereo unspecified)
    7	6	2	x	x	-3	-5	15	-1
63: CN(CC(=O)Nc1c(Cl)cccc1Cl)C(=O)CC1Sc2ccccc2NC1=O (stereo unspecified)
    -1	-1	-3	-5	-3	0	1	-5	-1
